Source: PubChem (PCMD)
CatL block: inhibitors of human cathepsin L, biochemical | Procathepsin L (Homo sapiens), P07711 | purified cathepsin L, fluorogenic substrate, fluorescence | inhibition, %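 (tested at 10 µM)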 | 58,000 tested, 0.17% active | AID 460, 2006; in the data active = inhibition above about 45%;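 note: 0% = enzyme with no compound and 100% = no enzyme blank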
Target sequence (P07711 114-288 limits assumed): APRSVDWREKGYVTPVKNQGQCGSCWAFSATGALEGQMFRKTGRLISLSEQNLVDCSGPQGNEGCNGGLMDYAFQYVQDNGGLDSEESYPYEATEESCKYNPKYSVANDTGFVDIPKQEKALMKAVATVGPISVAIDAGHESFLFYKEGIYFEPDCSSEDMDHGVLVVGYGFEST
Target sequence (P07711 292-333 limits assumed): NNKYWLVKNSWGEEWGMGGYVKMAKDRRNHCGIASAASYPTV
AP complement: alternative complement pathway inhibitors, primary screen, biochemical, ELISA, human serum, orthogonally pooled compounds; 62,000 tested, 0.08% active; LPS-coated ELISA, C3 deposition; tested in compound mixtures; inhibition, % at 5 µM;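 active = inhibition above 30% in each of the two pooled mixtures holding the compound, so the lower value exceeds 30%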;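 note: 0% = serum in Mg-EGTA without compound and 100% = EDTA serum blank; some compounds past the cut are filed as inactive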
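Assay system: Human serum alternative complement pathway, C3 deposition on LPS-coated wells | Incubation: 1 h serum-compound exposure at 37 °C | Doses: 5 µM per compound in ten-compound mixtures | Read-out: Percent inhibition | Technique: ELISA with HRP anti-human C3 antibody, TMB substrate, absorbance 450 nm | Replication: Two pool placements per compound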
Cathepsin G inh: human cathepsin G inhibitors, primary screen, biochemical, pooled compound mixtures, AMC fluorescence | P08311 | purified enzyme, AMC-tetrapeptide fluorescence | 62,000 tested, 0.2% active | inhibition, % at 5 µM (by protocol);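 active = inhibition above 20% in each of the two mixture wells holding the compound; inactive = inhibition of 20% or less in either well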;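 note: 0% = enzyme control without mixture and 100% = blank lacking enzyme; strong numbers were not always called active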
C1s block: complement C1s protease inhibitors, primary screen, biochemical, 10-compound mixtures | Complement C1s subcomponent (Homo sapiens), P09871 | purified C1s, fluorogenic AMC substrate, pooled mixtures | mean inhibition % of two 10-compound mixtures (hits give high values), % at 5 µM (by protocol) | 62,000 tested, 0.16% active;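 active = inhibition above 20% in each of the two 10-compound mixture wells holding the compound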;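 note: 0% = enzyme wells lacking compound mixture and 100% = no-enzyme blank wells; some compounds called inactive have numbers as strong as hits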
CatS inh: inhibitors of human cathepsin S, biochemical, compound mixtures | P25774 | recombinant cathepsin S, AMC dipeptide fluorescence, pooled mixtures | inhibition, %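 (tested at 5 µM per compound within 10-compound mixtures)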 | 62,000 tested, 0.06% active | AID 501, 2006; in the data active = inhibition above about 32%, passing the limit was not always enough;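 note: 0% = enzyme without compound and 100% = blank without enzyme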
CatB mixtures: cathepsin B inhibitors from pooled compounds, primary screen, biochemical, compound mixtures, AMC fluorescence; AID 488, 2006; 62,000 tested, 0.06% active; inhibition, %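 (ten-compound pools at 5 µM per compound and 50 µM total)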; Purified cathepsin B, AMC dipeptide fluorescence; P07858; in the data active = inhibition above about 22%, passing the limit was not always enough;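 note: 0% = enzyme without compound and 100% = no enzyme blank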
CatB block: human cathepsin B inhibitors, primary screen, biochemical, fluorogenic substrate | 63,000 tested, 0.1% active | inhibition, %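 (tested at 10 µM)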 | P07858 | purified cathepsin B, fluorescence; in the data active = inhibition above about 21%;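 note: 0% = enzyme with no compound and 100% = no enzyme blank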
FXIa inh mix: FXIa protease inhibitors in compound pools, primary screen, biochemical, 10-compound mixtures. AID 680, 2007. 62,000 tested, 0.19% active. inhibition, % at 5 µM. purified FXIa, fluorogenic substrate, pooled mixtures; in the data active = inhibition above about 20%, passing the limit was not always enough;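 note: each value is inhibition by a whole ten-compound pool holding the compound; 0% = enzyme with no mixture and 100% = wells lacking enzyme; strong numbers were not always called active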
Target sequence (P03951 19-387 limits assumed): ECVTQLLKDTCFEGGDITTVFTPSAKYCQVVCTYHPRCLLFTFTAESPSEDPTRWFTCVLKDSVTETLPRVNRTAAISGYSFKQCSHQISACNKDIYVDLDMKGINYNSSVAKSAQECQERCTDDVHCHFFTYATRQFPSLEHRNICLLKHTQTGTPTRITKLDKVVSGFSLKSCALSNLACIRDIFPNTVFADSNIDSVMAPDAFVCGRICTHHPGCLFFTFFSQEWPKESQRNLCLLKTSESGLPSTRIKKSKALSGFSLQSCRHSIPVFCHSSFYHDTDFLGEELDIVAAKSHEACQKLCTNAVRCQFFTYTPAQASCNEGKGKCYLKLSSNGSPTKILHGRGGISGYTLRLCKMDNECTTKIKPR
Target sequence (P03951 388-625 limits assumed): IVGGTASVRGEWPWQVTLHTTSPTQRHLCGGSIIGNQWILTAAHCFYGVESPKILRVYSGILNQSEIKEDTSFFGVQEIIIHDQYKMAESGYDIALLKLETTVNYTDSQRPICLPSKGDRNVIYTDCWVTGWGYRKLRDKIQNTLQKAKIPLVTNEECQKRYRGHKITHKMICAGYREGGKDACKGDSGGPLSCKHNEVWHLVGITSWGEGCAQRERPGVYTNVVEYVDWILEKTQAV
Ec RNAP inh: E. coli RNAP inhibitors, biochemical; DNA-directed RNA polymerase subunit beta (Escherichia coli (strain K12)), P0A8V2; E. coli RNA polymerase, fluorescence transcription assay; inhibition, %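 (tested at 10 µM)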; 62,000 tested, 0.2% active; AID 559, 2006; in the data active = inhibition above about 20%;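 note: 0% = enzyme without compound and 100% = no enzyme blank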
Active calls of the source: *; . = not tested or not shown. An excerpt; count on the stated rates, not on these rows.

SMILES	CatL block	AP complement	Cathepsin G inh	C1s block	CatS inh	CatB mixtures	CatB block	FXIa inh mix	Ec RNAP inh
COc1ccc(Nc2nc(CC(C)=O)ns2)cc1OC	11	-3	-22	-201	-30	-19	1	-35	2
COc1cc(C2C(C#N)=C(C)NC3=C2C(=O)CC(C)(C)C3)ccc1OCCO (centres undefined)	6	8	7	-4	-7	0	5	9	4
Cc1ccc(CC2CC(=O)N(Cc3ccco3)C2=O)cc1 (centres undefined)	2	20	10	12	0	2	3	4	5
COc1ccccc1N1CCN(C(c2cccs2)C(C)NS(=O)(=O)c2ccccc2)CC1 (centres undefined)	6	7	-3	-5	8	6	3	3	5
O=c1[nH]cnc2cc(Cl)ccc12	14	-20	-2	-14	10	-1	6	0	12
Cc1occc1-c1nc(-c2ccncc2)no1	-2	4	-6	3	-7	3	4	-1	5
O=C(NCCc1ccncc1)c1ccccc1F	35	5	10	16	4	5	-2	5	7
Cc1cc(NS(=O)(=O)c2ccc(-c3ccccc3)cc2)no1	-9	10	7	-8	-2	0	0	7	-1
Cc1cc(NC(=O)COc2nnc(-c3ccccc3)c3ccccc23)no1	-5	-7	6	-16	-5	-1	1	0	-2
CC(NC(=O)CC12CC3CC(CC(C3)C1)C2)C(=O)O (centres undefined)	3	2	6	12	-3	2	4	4	6
CN(CC(=O)N1CCCCCC1)S(=O)(=O)c1ccc(Br)s1	-6	9	8	1	-1	1	6	2	-3
COC(=O)c1[nH]c(C)c(/C(O)=C2\C(=O)C(=O)N(CCN(C)C)C2c2ccc(OC)cc2)c1C (centres undefined)	17	5	3	0	19	10	1	12	15
Cc1cc2c(c(=O)n1C1CC1)C(c1cccc(Cl)c1)C(C#N)=C(N)O2 (centres undefined)	12	-17	-10	-12	7	8	7	5	5
O=C(O)CSC(NC(=O)c1cccnc1)(C(F)(F)F)C(F)(F)F	0	18	4	-9	-5	2	-1	-4	-1
CCCCCOC(=O)Cc1c(O)c2ccccc2[nH]c1=O	15	-40	-12	-11	18	3	8	5	5

The last 4 compounds of the section above come first, to join the parts.
SMILES	CatL block	AP complement	Cathepsin G inh	C1s block	CatS inh	CatB mixtures	CatB block	FXIa inh mix	Ec RNAP inh
COC(=O)c1[nH]c(C)c(/C(O)=C2\C(=O)C(=O)N(CCN(C)C)C2c2ccc(OC)cc2)c1C (centres undefined)	17	5	3	0	19	10	1	12	15
Cc1cc2c(c(=O)n1C1CC1)C(c1cccc(Cl)c1)C(C#N)=C(N)O2 (centres undefined)	12	-17	-10	-12	7	8	7	5	5
O=C(O)CSC(NC(=O)c1cccnc1)(C(F)(F)F)C(F)(F)F	0	18	4	-9	-5	2	-1	-4	-1
CCCCCOC(=O)Cc1c(O)c2ccccc2[nH]c1=O	15	-40	-12	-11	18	3	8	5	5
Cn1c(Cn2nnc3ccccc32)nnc1SCC(=O)Nc1ccc2c(c1)OCO2	21	10	9	-13	6	-7	-3	-6	9
CCc1cc2c3c(c(=O)oc2cc1OC)CCCC3	-21	12	0	-4	-4	-1	4	9	-6
COc1ccc2[nH]c(C)c(CN3CCC(C)CC3)c(=O)c2c1	-4	0	-15	-47	-12	-3	3	-2	-7
COc1ccccc1C(=O)NCCn1ccc2ccccc21	-4	8	-4	-55	-10	0	2	-1	13
CC(OC(=O)c1cccc(NS(C)(=O)=O)c1)C(=O)Nc1ccc(N2CCOCC2)cc1 (centres undefined)	6	3	5	-2	8	2	-1	11	4
Cc1ccc(S(=O)(=O)c2cc3c(=O)n4ccccc4nc3n(Cc3ccco3)c2=N)cc1	.	13	2	-65	-6	-3	-3	-12	-19
O=C(Cn1cnc2c(nnn2-c2ccc(F)cc2)c1=O)NCc1ccco1	5	-1	-3	-9	4	1	1	-3	8
CC1(C)Cc2cccc(OCC(=O)N3CCN(S(=O)(=O)c4ccccc4)CC3)c2O1	-2	12	9	-12	9	-8	-6	-1	6
CCCC(=O)Nc1ccccc1NC(=O)CN(C)S(=O)(=O)c1ccccc1	-6	5	-3	-39	-5	3	-2	9	1
O=C(NCc1ccco1)c1ccc2c(=O)n(CC3CCCO3)c(=S)[nH]c2c1 (centres undefined)	8	20	9	18	1	14	3	4	5
CCCC(=O)Nc1nc2ccc(OC)cc2s1	8	13	-1	-2	11	4	-3	7	5
CC1(C)c2ccccc2N2CC(=O)NC21/C=C/c1ccco1 (centres undefined)	-1	-4	-11	-94	7	-12	4	-31	7
O=C(Cn1c(S(=O)(=O)Cc2ccccc2)nc2ccccc21)N1CCCCC1	.	10	-11	-31	-3	-3	1	0	1
Cc1csc(NC(=O)C2C3C=CC(O3)C2C(=O)O)n1 (centres undefined)	-6	10	9	12	-2	6	0	7	4
COC(=O)c1cccc(NC(=O)C2COc3ccccc3O2)c1C (centres undefined)	11	-3	-18	-5	14	5	12	3	7
CCCOC(=O)c1ccc(NS(=O)(=O)c2cccs2)cc1	-2	7	-1	1	3	5	-4	12	4
CC(=O)c1cccc(NC(=O)N2CCCC2C(=O)Nc2c(C)cccc2C)c1 (centres undefined)	-2	4	1	1	-1	0	-3	4	3
CCN(CC)c1nc(Nc2ccc(Cl)cc2)nc(OCC#N)n1	1	2	3	3	-5	0	-1	12	-4
COc1ccccc1N1CCN(CC(O)COc2c(OC)cccc2OC)CC1 (centres undefined)	6	10	11	3	-9	3	2	0	0
O=C(NCc1ccc(Cl)cc1)C1C2C=CC3(CN(Cc4cccnc4)C(=O)C13)O2 (centres undefined)	.	7	2	-1	5	0	2	8	4
COc1ccccc1C1C=C(c2ccc(C)cc2)Nc2nnnn21 (centres undefined)	-4	9	1	-1	5	-2	2	2	-4
COC(=O)c1ccc(Sc2ccc(C)cc2)c(N)c1	-7	7	9	9	-4	3	-2	-2	6
COC(=O)C(C(=O)Nc1ccc(OC)cc1)C1CCCCCC1 (centres undefined)	-3	-8	16	17	17	8	-2	19	10
CCOC(=O)CCc1c(C)c2ccc(OCC(=O)N(CC)CC)c(C)c2oc1=O	-12	9	8	1	2	4	-2	2	6
COc1c(F)c(F)c(C(=O)Nc2ccc3oc(-c4ccncc4)nc3c2)c(F)c1F	8	13	2	-18	-5	2	8	1	7
N#Cc1c(N)nc(SC2CCCCC2=O)c(C#N)c1-c1ccco1 (centres undefined)	3	9	-2	-1	-6	-1	-1	8	4
COc1ccc(CN(C)CCc2ccccn2)cc1OC	-7	-3	13	16	14	5	6	8	5
NC(=O)CSc1nnc(COc2ccccc2)n1CCc1ccccc1	.	11	-1	1	0	0	.	5	.
Cc1noc(C)c1C(=O)Nc1sc2c(c1C(N)=O)CCCCC2	-1	17	5	4	4	-2	3	5	3
CCOC(=O)/C=c1\s/c(=C\c2ccc3c(c2)OCCO3)c(=O)n1CC(=O)NCC1CCCO1 (centres undefined)	11	-3	11	1	-2	-5	2	2	9
CCOC(=O)CSC1=C(C#N)C(c2ccccc2OC)CC(=O)N1 (centres undefined)	11	21	8	4	2	1	3	5	11
CC1CCCN(C(=O)CSCC(=O)N=c2sc3ccccc3n2C)C1 (centres undefined)	17	2	-1	-8	13	3	6	9	1
C=CCc1ccccc1OCC(O)CN1CCN(c2ccccc2OC)CC1 (centres undefined)	10	5	3	-88	-1	-1	2	-5	7
COC(=O)c1cc(-c2cccc(OC)c2)on1	9	1	16	15	7	-3	2	5	11
O=C(NCCCN1CCN(C2CCCCC2)CC1)Nc1ccccc1C(F)(F)F	8	10	-4	-17	-4	1	2	7	-7
COC(=O)NCC(C)OC(=O)Nc1cccc(Cl)c1 (centres undefined)	3	4	8	0	-3	1	4	1	10
CC(C)Oc1ccc(C2/C(=C(/O)c3ccc(F)cc3)C(=O)C(=O)N2CCCN(C)C)cc1 (centres undefined)	-7	1	11	12	21	3	6	4	2
O=C(O)C1C2C=CC(C2)C1C(=O)NCCC1=CCCCC1 (centres undefined)	-4	19	-1	2	0	4	-2	5	4
COC(=O)Nc1nnc(-c2ccccc2Cl)s1	-1	23	3	1	5	43	-7	2	-5
CSCCC1NC2(C(=O)Nc3c2ccc(Cl)c3C)[C@@H]2C(=O)N(C3CCCC3)C(=O)[C@H]12 (some centres undefined)	-8	5	-3	-50	4	-9	1	-4	5
CCCCOc1ccc(C(=O)OC(C)CN(C)C)cc1 (centres undefined)	0	13	-4	-11	-24	-3	-3	7	-6
Cc1nc2ccc(S(=O)(=O)NC(C(=O)Nc3nccs3)C(C)C)cc2s1 (centres undefined)	-4	9	-12	-105	-9	-6	0	-10	-4
CC1(C)Nc2ccccc2N(CCC(=O)N2CCOCC2)C1=O	.	-4	8	6	3	-2	3	3	8
Cc1cc(C)n2nc(SCC(=O)Nc3ccc(F)cc3)nc2n1	.	21	11	17	11	6	3	10	10
COc1ccc(C2C(C(=O)N3CCCCC3)c3ccccc3C(=O)N2C)cc1 (centres undefined)	-4	1	40	10	-6	-3	2	1	-4
Cc1nc2ccc(C(C(F)(F)F)(C(F)(F)F)C(F)(F)F)cc2[nH]1	-8	13	12	19	4	8	2	0	3
O=C1Nc2ccccc2SC(c2ccccc2)C1O (centres undefined)	11	0	1	-2	-2	-2	0	2	8
Cc1nn(Cc2ccc(F)cc2)c(C)c1NC(=O)c1cnn2cccnc12	9	13	3	-34	-6	-1	5	0	6
CCN(CC)S(=O)(=O)c1csc(C(=O)NC2CCCCC2)c1	10	3	-7	-39	5	0	-3	0	7
O=C(c1cc2ccccc2o1)N1CCN(c2ccccc2Cl)CC1	3	-1	8	0	-1	-2	2	1	4
CSc1nc(SCC(N)=O)c2c3c(sc2n1)CN(C)CC3	.	17	7	-17	-4	4	4	2	2
CC(=O)CC(C)(C)n1nnc(-c2ccccc2)n1	9	3	41	-5	8	-1	-1	20	4
CCN(C(=O)CSc1ncn[nH]1)c1cccc2ccccc12	0	-16	-16	-10	2	5	-1	2	-11
O=C(Nc1ccc2snnc2c1)N1CCOCC1	.	7	-8	-31	-4	-7	-1	-6	9
CC1=C(C(=O)OCC2CCCO2)C(c2ccc(C)o2)C2=C(CC(c3ccc(F)cc3)CC2=O)N1 (centres undefined)	.	15	10	5	-1	5	8	-1	3
Cn1c(=O)cc(N2CCCCC2)[nH]c1=O	1	14	10	14	7	3	0	2	4
c1coc(-c2nnc(SCc3cn4ccccc4n3)o2)c1	14	-2	-4	-10	12	0	7	0	7
O=C(c1cnc2ccccn2c1=O)N1CCCc2ccccc21	5	12	8	9	1	2	4	9	2
CCCn1c(C)cc(C(=O)CN2C(=O)c3ccccc3C2=O)c1C	5	7	10	11	22	4	6	7	8
Cc1ccc(C2CC(=O)c3cnc(N4CCN(c5ccccc5)CC4)nc3C2)cc1 (centres undefined)	-10	5	4	-11	-3	1	-1	2	6
CCN1CCN(c2ncnc3c2cnn3-c2ccc(Cl)cc2)CC1	.	6	22	10	15	3	1	6	6
CCC(C)(C)NC(=O)C(c1cccn1C)N(Cc1ccc(C)cc1)C(=O)Cn1nnc2ccccc21 (centres undefined)	-6	5	-8	0	-3	3	2	8	-7
CCOC(=O)CSC1=Nc2ccccc2C2=NC(CC(=O)NCc3cccs3)C(=O)N12 (centres undefined)	0	-6	1	-6	10	0	9	-5	5
